HIF-2a block – blocks HIF-2a reporter activity; 786-0 RCC cells HIF-2a reporter, luciferase luminescence, overnight; inhibition, % at 18.8 µM; 360,000 tested, 0.72% active; AID 624352;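 active means inhibition of the luminescence signal of 40% or more relative to plate controls, in a single-dose primary screen at 18.75 µM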
NR2E3 ag-1 – activates human photoreceptor nuclear receptor NR2E3. Q9Y5X4. 320,000 tested, 0.12% active. AID 2300. inhibition of corepressor binding, % at 4.78 µM. GST-NR2E3/biotin-RetCOR TR-FRET, 1536-well;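 active means percent inhibition above the cutoff of mean plus 3 SD of all tested compounds, set per screening campaign, cut at about 20% in these data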;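 further: 0% = DMSO wells and 100% = biotin wells as full block of FRET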
Target sequence (Q9Y5X4 whole entry, looked up): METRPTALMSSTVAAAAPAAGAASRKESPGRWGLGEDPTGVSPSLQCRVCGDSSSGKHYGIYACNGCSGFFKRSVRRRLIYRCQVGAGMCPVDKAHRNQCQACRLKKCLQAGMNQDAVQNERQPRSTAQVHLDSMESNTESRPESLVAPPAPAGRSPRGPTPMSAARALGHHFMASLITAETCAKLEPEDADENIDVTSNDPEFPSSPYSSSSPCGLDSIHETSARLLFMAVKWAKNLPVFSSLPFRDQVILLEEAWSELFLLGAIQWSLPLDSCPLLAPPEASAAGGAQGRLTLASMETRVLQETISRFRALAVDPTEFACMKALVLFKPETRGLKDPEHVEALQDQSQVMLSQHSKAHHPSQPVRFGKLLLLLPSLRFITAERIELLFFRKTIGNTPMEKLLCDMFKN
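System: GST-NR2E3 and biotin-RetCOR proteins; probe or stimulus: 7 nM biotin-RetCOR; doses: compound at 4.8 µM, single dose; schedule: Compound–protein incubation for 5 h at 4 °C; detection: time-resolved FRET; read-out: percent inhibition; controls: biotin wells as high control, 0.6% DMSO wells as low control; format: 1536-well plates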
TRPM1 prom inh – inhibitors of MITF-driven TRPM1 promoter in melanoma cells | SK-MEL-5 TRPM1 promoter luciferase, 24 h | inhibition, % at 12.5 µM | 330,000 tested, 0.83% active | AID 488899;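 active means mean inhibition across replicates of 60% or more, whatever share of single replicates reaches that level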; further: values of inactives mirror those of a sister screen read the other way
PDI turbidity – blocks human protein disulfide isomerase activity. inhibition, % at 10 µM. P07237. 350,000 tested, 0.052% active. AID 588391. PDI insulin aggregation turbidity, A650, 90 min;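 active means mean inhibition across replicates of 30% or more, whatever share of single replicates reach that level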;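 further: absorbance from insulin aggregation driven by PDI reduction with DTT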
Target sequence (P07237 whole entry, looked up): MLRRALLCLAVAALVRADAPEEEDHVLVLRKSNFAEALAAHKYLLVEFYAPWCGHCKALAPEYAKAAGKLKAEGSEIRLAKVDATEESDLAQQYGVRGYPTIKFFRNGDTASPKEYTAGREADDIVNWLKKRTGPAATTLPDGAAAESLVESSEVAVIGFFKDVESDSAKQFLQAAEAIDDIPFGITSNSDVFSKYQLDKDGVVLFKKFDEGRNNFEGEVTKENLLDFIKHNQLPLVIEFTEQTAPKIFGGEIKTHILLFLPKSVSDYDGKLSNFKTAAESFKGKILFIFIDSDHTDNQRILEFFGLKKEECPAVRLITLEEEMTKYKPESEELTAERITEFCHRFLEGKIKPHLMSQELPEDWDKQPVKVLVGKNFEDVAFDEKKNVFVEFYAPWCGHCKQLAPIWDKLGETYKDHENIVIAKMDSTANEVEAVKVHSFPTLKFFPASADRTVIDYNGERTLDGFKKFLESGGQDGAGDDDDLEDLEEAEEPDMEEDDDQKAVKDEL
hiPSC survival – increases survival of single human iPS cells. hiPSC single-cell survival, ATPlite luminescence; 100% = ROCK inhibitor wells, 0% = DMSO. survival enhancement, % at 20 µM. 360,000 tested, 0.044% active; in the data active means survival enhancement above about 18%;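 further: cells exposed to compounds for 16 hours before the ATP read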
aDG glyco act – alpha-DG glycosylation activation | activation, % at 10 µM | 360,000 tested, 0.22% active | Pro5-aDG cells, alpha-DG glycosylation AlphaScreen (IIH6); 0% Pro5, 100% B10-LARGE cell signal;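 active means activation of at least 8% versus controls, or a plate z-score of at least 8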;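 further: Pro5 are CHO cells carrying HIG-tagged alpha-DG that lacks glycosylation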
Exocytosis inh – blocks lytic granule exocytosis; inhibition, % at 10 µM; 360,000 tested, 0.66% active; AID 651702; TALL-104 LAMP-1 surface exposure, flow cytometry; cells stimulated with thapsigargin and PMA;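 active means inhibition above about 55%, limit read from the data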
Peg3 prom inh – reduces Peg3 promoter-driven luciferase expression in HeLa; 360,000 tested, 1.7% active; inhibition, % at 20 µM; AID 588405; HeLa PEG-Prom luciferase reporter, luminescence, overnight;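 active means inhibition of at least 50% at 20 µM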
CaV13 ICDI inh – Disruptors of the CACNA1D IQ motif to Ca2+-dependent inactivation inhibitor domain association, primary screening, Förster resonance energy transfer in intact living … | HEK cells, CFP/YFP FRET ICDI-IQ, plate reader, 10 min; percent FRET-ratio fall versus neutral wells | 340,000 tested, 0.098% active | inhibition, % at 12.3 µM;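 active means mean replicate inhibition of at least 30% and at least 1% of replicates passing that level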;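 further: 0% = median of the neutral control wells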
NR2E3 ag-2 – human photoreceptor-specific nuclear receptor agonism; 360,000 tested, 0.35% active; AID 602229; Q9Y5X4; inhibition of corepressor binding, % at 3.98 µM; CHO-S Gal4-NCOR/VP16-NR2E3 two-hybrid, luciferase;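 active means inhibition above the mean of all tested compounds plus 3 SD, cut at about 70% in these data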;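 further: 0% = DMSO with NR2E3 transfected cells and 100% = cells lacking NR2E3 construct; higher means lower luciferase signal from less NR2E3 corepressor binding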
Vif inh – blocks HIV Vif function. HEK293T cells, Vif self-association by quenched fluorescence, imaging, 24 h. inhibition, % at 7.49 µM. 340,000 tested, 0.35% active. AID 602346; in the data active means inhibition above about 50%, passing the limit was not always enough; further: some results filed as inactive read as strong as hits
Starred values were filed as active, the others as inactive; · = no result given. Hits appear at their usual frequency; 3.5% or so of the library scored in one or more.

SMILES	HIF-2a block	NR2E3 ag-1	TRPM1 prom inh	PDI turbidity	hiPSC survival	aDG glyco act	Exocytosis inh	Peg3 prom inh	CaV13 ICDI inh	NR2E3 ag-2	Vif inh
COc1cc(C(F)(F)F)nc2c(Br)c(C(C)(C)C)nn12	14	0	·	4	-0.6	-0.1	-1	10	-2	4	-1
Cc1ccc(S(=O)(=O)NC(=O)N2CCCN(Cc3ccc(F)cc3)CC2)cc1	12	-1	0	-4	-0.4	0.0	8	3	2	-6	1
CCN(Cc1ccccc1)Cc1ccc(OCc2ccccc2)c(OC)c1	-46	0	-2	4	-0.6	0.0	55	-86	-3	-22	-1
CC(NC(=O)NC12CC3CC(CC(C3)C1)C2)c1ccc2c(c1)OCO2 (configuration not stated)	6	0	-2	3	-1.8	-0.2	0	6	8	-6	-4
O=C(NCC(c1cccnc1)N1CCOCC1)c1cccs1 (configuration not stated)	3	4	2	-15	1.0	-0.2	0	8	-5	-14	-1
Cc1cc(Cl)ccc1NC(=O)COC(=O)c1nc2nccc(C)n2n1	3	1	5	-4	-1.5	0.0	-8	7	13	-17	6
CCn1c(C)c(C(C)=O)c(SC)nc1=S	18	3	9	2	-2.4	-0.1	-2	13	·	-5	8
C=CC[C@@H](CC(=O)N[C@@H](CO)Cc1ccccc1)C(=O)N[C@@H](COC(=O)[C@H](CC=C)CC(=O)OC(C)(C)C)Cc1c[nH]c2ccccc12	13	·	6	0	-0.7	0.7	13	20	-10	-13	-1
CCN(CC)S(=O)(=O)c1ccc(C)c(NC(=O)COc2ccc3c(C)cc(=O)oc3c2)c1	10	-4	3	-6	-1.0	1.1	-8	3	-2	-22	-3
COc1ccc(CC(=O)NCc2ccccc2F)cc1S(=O)(=O)N1CCOCC1	7	·	·	-14	1.5	-0.1	14	3	-5	-26	1
COc1cccc(-n2c(SCC(=O)Nc3cc(C)on3)nc3ccccc3c2=O)c1	-4	-1	12	-4	0.1	0.1	-5	19	-8	-20	·
CCCCCCCC(=O)N/N=C/c1cccnc1	-6	0	-4	3	0.4	4.2	-4	7	·	-1	4
COc1ccccc1N1CCN(Cc2nc3ccsc3c(=O)[nH]2)CC1	22	4	8	1	0.6	0.1	-2	5	-4	-12	8
CCOc1ccc(NC(=O)CN(C)C(=O)CCNC(=O)c2ccccc2Cl)cc1OCC	4	-1	0	-6	-0.4	0.0	-2	2	-4	8	-8
COc1cc(OC)c(NC(=O)CCNC(=O)Cn2ccc3ccccc3c2=O)cc1Cl	4	1	6	-1	1.4	0.0	0	11	·	6	-1
CC(C)CCNC(=O)CCn1nc(-c2ccccc2)ccc1=O	6	5	10	-6	-1.8	-0.1	-2	-16	-5	-6	-4
COc1ccccc1NC(=O)C(=O)Nc1ccc2c(c1)N(C(=O)C1CC1)CCC2	-45	·	-1	4	-0.4	-0.1	-1	-32	-17	-15	-2
COC(=O)Cc1cc(=O)n2[nH]c(C)c(-c3ccccc3)c2n1	7	-3	8	-1	-0.8	0.0	0	7	·	1	2
CCCCNC(=O)CSc1nc2cc3c(cc2c(=O)n1CCCC(=O)NCCc1ccc(OC)c(OC)c1)OCO3	8	2	-6	3	-0.5	0.1	0	0	9	2	2
CC(C)NC(=O)c1ccc(NC(=O)CC2SC(N3CCCCC3)=NC2=O)cc1 (configuration not stated)	3	2	5	-6	-3.1	0.0	-2	7	-5	-14	0
COc1ccc(-c2ocnc2C(=O)N2CCN(C(c3ccccc3)c3ccccc3)CC2)cc1	25	3	-4	-1	4.4	0.4	0	15	-4	1	-21
Cc1cccc2cc3c(NC(=O)C(C)C)nn(C)c3nc12	11	0	10	-3	0.8	0.1	-6	30	·	-1	-4
O=C(c1cccc([N+](=O)[O-])c1)N(c1ccccn1)c1ccccn1	-7	2	-8	-14	-1.6	0.0	5	1	-7	-21	1
CCN1/C(=C\c2ccc3ccccc3[n+]2CC)Sc2cc(C)ccc21	-20	-6	104*	-12	-3.4	1.2	64*	96*	-39	89*	-3
Cc1ccc(C(O)Cn2cc([N+](=O)[O-])nc2C)cc1 (configuration not stated)	12	4	7	6	-0.5	-0.1	-10	-4	-15	-4	9
O=C(Cn1cnc([N+](=O)[O-])n1)N/N=C/c1cccc2ccccc12	12	4	0	5	-1.0	0.4	2	3	-18	-14	-1
COc1ccc(-c2cccc(NS(=O)(=O)c3cc([N+](=O)[O-])ccc3C)c2)nn1	27	-1	-5	2	0.2	0.3	7	24	-3	10	-2
Cc1[nH]n2c(=O)cc(C(C)(C)C)nc2c1-c1ccccc1	11	6	17	-2	0.8	3.0	-1	54*	·	51	15
COc1cc(CN2CCN(S(=O)(=O)c3ccc(NC(C)=O)cc3)CC2)cc(OC)c1O	3	1	-1	-11	1.6	0.0	22	-5	·	10	13
CCCCNC(=O)c1ccc(NS(=O)(=O)c2ccc3[nH]c(=O)[nH]c3c2)cc1	4	3	-9	-5	0.3	-0.2	7	1	·	-18	16
CC1CCCC(NC(=O)COC(=O)c2ccccc2Sc2ccccc2C#N)C1C (configuration not stated)	13	5	4	-5	0.6	-0.1	-3	-51	-5	-20	5
Cc1cn([C@H]2C[C@H](O)[C@@H](CCC(=O)NCCCc3ccccc3)O2)c(=O)[nH]c1=O	10	·	·	·	-1.9	0.1	-3	-2	-3	-6	3
CCC(C)(C)NC(=O)C(c1cccn1C)N(C(=O)Cn1nnc2ccccc21)c1ccc(OC)cc1 (configuration not stated)	-6	5	-3	-5	4.0	0.7	-1	-3	·	4	·
CCCN1Cc2cccc(C(=O)N3CCN(c4ccc(F)cc4)CC3)c2C1=O	13	-2	-6	-18	-1.5	0.2	1	9	-4	-18	8
COc1ccc(CNC(=O)c2noc(C)c2[N+](=O)[O-])cc1	7	3	14	10	3.2	-0.3	-2	-3	-5	-1	-22
COc1ccc(CNC(=O)COC(=O)c2cccc(S(=O)(=O)N3CCOCC3)c2)cc1	15	7	0	1	-0.3	-0.3	2	-5	-3	25	1

Ten entries from above, bar-delimited:
SMILES | HIF-2a block | NR2E3 ag-1 | TRPM1 prom inh | PDI turbidity | hiPSC survival | aDG glyco act | Exocytosis inh | Peg3 prom inh | CaV13 ICDI inh | NR2E3 ag-2 | Vif inh
COc1ccc(-c2cccc(NS(=O)(=O)c3cc([N+](=O)[O-])ccc3C)c2)nn1 | 27 | -1 | -5 | 2 | 0.2 | 0.3 | 7 | 24 | -3 | 10 | -2
Cc1[nH]n2c(=O)cc(C(C)(C)C)nc2c1-c1ccccc1 | 11 | 6 | 17 | -2 | 0.8 | 3.0 | -1 | 54* | · | 51 | 15
COc1cc(CN2CCN(S(=O)(=O)c3ccc(NC(C)=O)cc3)CC2)cc(OC)c1O | 3 | 1 | -1 | -11 | 1.6 | 0.0 | 22 | -5 | · | 10 | 13
CCCCNC(=O)c1ccc(NS(=O)(=O)c2ccc3[nH]c(=O)[nH]c3c2)cc1 | 4 | 3 | -9 | -5 | 0.3 | -0.2 | 7 | 1 | · | -18 | 16
CC1CCCC(NC(=O)COC(=O)c2ccccc2Sc2ccccc2C#N)C1C (configuration not stated) | 13 | 5 | 4 | -5 | 0.6 | -0.1 | -3 | -51 | -5 | -20 | 5
Cc1cn([C@H]2C[C@H](O)[C@@H](CCC(=O)NCCCc3ccccc3)O2)c(=O)[nH]c1=O | 10 | · | · | · | -1.9 | 0.1 | -3 | -2 | -3 | -6 | 3
CCC(C)(C)NC(=O)C(c1cccn1C)N(C(=O)Cn1nnc2ccccc21)c1ccc(OC)cc1 (configuration not stated) | -6 | 5 | -3 | -5 | 4.0 | 0.7 | -1 | -3 | · | 4 | ·
CCCN1Cc2cccc(C(=O)N3CCN(c4ccc(F)cc4)CC3)c2C1=O | 13 | -2 | -6 | -18 | -1.5 | 0.2 | 1 | 9 | -4 | -18 | 8
COc1ccc(CNC(=O)c2noc(C)c2[N+](=O)[O-])cc1 | 7 | 3 | 14 | 10 | 3.2 | -0.3 | -2 | -3 | -5 | -1 | -22
COc1ccc(CNC(=O)COC(=O)c2cccc(S(=O)(=O)N3CCOCC3)c2)cc1 | 15 | 7 | 0 | 1 | -0.3 | -0.3 | 2 | -5 | -3 | 25 | 1

The results go on:
SMILES	HIF-2a block	NR2E3 ag-1	TRPM1 prom inh	PDI turbidity	hiPSC survival	aDG glyco act	Exocytosis inh	Peg3 prom inh	CaV13 ICDI inh	NR2E3 ag-2	Vif inh
CCNc1ncnc2c1cnn2C1CCCCO1 (configuration not stated)	-33	·	-3	3	3.3	0.1	7	-14	-11	-33	-1
CC(C)C(NS(=O)(=O)c1cccc2nsnc12)C(=O)NCc1ccc2c(c1)OCO2 (configuration not stated)	13	4	8	5	-2.6	0.1	14	3	-6	4	4
O=C(NCCCN1CCCC1)c1ccc2c(Cl)c3c(nc2c1)CCCC3	-9	2	20	-2	-3.1	4.3	0	39	-8	23	-3
Cc1cc(F)ccc1NCc1ccncc1	5	-1	5	-4	1.9	0.0	0	12	·	-26	-11
Nc1[nH]c(C(=O)c2ccccc2)c(-c2ccncc2)c1C(=O)NCc1cccc2ccccc12	17	·	·	·	-0.4	0.0	-10	·	-3	3	·
CC(C)(C)c1ccc(/C=N/NC(=O)C(=O)NCCCN2CCOCC2)cc1	18	3	12	17	-1.1	0.9	0	2	-2	-20	-1
CC(NC(=S)N1CCN(c2ccccc2)CC1)c1ccccc1 (configuration not stated)	-3	1	-2	3	-0.6	0.0	-3	11	-5	27	-2
Cc1ccc(-c2sc(-c3cccnc3)nc2CC(=O)O)cc1	5	4	2	-1	0.1	-0.5	-6	-1	4	2	-5
CCCCN(C(=O)CSCc1ccc(C)cc1)c1c(N)n(CCC)c(=O)[nH]c1=O	13	-3	12	-5	-0.4	0.0	-1	5	-4	-13	·
COc1ccc(NC(=O)CN2C(=O)NC3(CCCc4ccccc43)C2=O)c(OC)c1 (configuration not stated)	5	·	·	13	-0.4	0.2	1	5	-16	24	10
COc1ccc(C(C(=O)NC2CCCC2)N(C(=O)c2ccoc2C)c2cc(C)cc(C)c2)cc1 (configuration not stated)	10	4	-4	-5	-0.2	-0.2	0	15	-8	-4	-1
CC(C)CNC(=O)Nc1ccc(F)c(Cl)c1	-68	-1	-18	-60	-2.0	0.7	-5	-54	-20	-6	·
COc1ccc(-c2csc3ncnc(N4CCN(S(=O)(=O)c5ccc(Cl)s5)CC4)c23)cc1	0	-2	-8	-2	-0.4	-0.1	1	31	-1	-17	1
Cc1cc2nc3n(c2cc1C)CC1CC(C(=O)NCCc2cccs2)N(C)C31 (configuration not stated)	4	3	1	-45	4.1	-0.1	-11	-15	-12	-2	-8
COc1cc(OC)c(NC(=O)Nc2ccc(OC)c(OC)c2)cc1Cl	12	0	-2	-3	-0.7	-0.1	-2	7	·	14	-3
CCOC(=O)c1sc(NC(=O)Nc2ccccc2F)nc1C	-6	-2	-10	-1	-2.7	0.4	-4	-28	-3	-28	-12

Screens: PubChem BioAssay, several laboratories
